# BoNT F protease: blocks Botulinum neurotoxin F light chain protease. 0.22% of 360,000 active. Multiplex microsphere protease cleavage assay, flow cytometry. inhibition, % at 10 µM; in the data active = inhibition above about 35%, passing the limit was not always enough; inconclusive = no clear call, values can overlap the other calls; note: plate controls were buffer without enzyme for full effect and enzyme alone for no effect
# PrPC surface inh: reduces human prion protein on the cell surface. P04156. cell surface PrPC, TR-FRET read-out. inhibition, % at 13.8 µM. 0.43% of 370,000 active. AID 720596; in the data active = inhibition above about 24%; note: 0% = median of the test wells and 100% = reference compound wells
# Yp Topo-I inh: Y. pestis Topo-I inhibition via cleavage products | Y. pestis Topo-I cleavage product accumulation, plate reader | 0.064% of 360,000 active | activity, % at 10 µM; in the data active = activity above about 50%, passing the limit was not always enough; inconclusive = no clear call, values can overlap the other calls; note: inactives centre near 2
# FadD28 FP inh: blocks FadD28 binding to the bisubstrate probe | fluorescence polarization | 0.22% of 360,000 active | inhibition, % at 12.5 µM | AID 588549; in the data active = inhibition above about 8.5%, passing the limit was not always enough; inconclusive = no clear call, values can overlap the other calls
# BoNT-A LC inh2: blocks Botulinum neurotoxin A light chain protease | multiplex microsphere protease substrate cleavage, flow cytometry | inhibition, % at 10 µM | 0.17% of 360,000 active; note: plate controls were buffer without enzyme for full effect and enzyme alone for no effect
# PfHsp40 yeast: restores yeast growth despite PfHsp40 toxicity; S. cerevisiae expressing PfHsp40, growth rescue, ATP luminescence; growth rescue, % at 12.5 µM; 0.68% of 340,000 active; AID 504582; in the data active = growth rescue above about 28%, passing the limit was not always enough; inconclusive = no clear call, values can overlap the other calls;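 note: yeast W303a lacking pdr1 and pdr3 grown in galactose medium; growth measured after three days at 30 °C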
# TcdB inh: TcdB glycohydrolase inhibition | P18177 | TcdB glycohydrolase enzymatic assay, plate reader | inhibition, % at 9.99 µM | 0.24% of 350,000 active; in the data active = inhibition above about 10%
# CCHF vOTU inh: blocks the CCHF virus ovarian tumor domain protease. CCHFV vOTU protease, Pep-AMC fluorescence. inhibition, % at 11.5 µM. 0.55% of 370,000 active. AID 651958; in the data active = inhibition above about 30%; note: 0% = vehicle wells with enzyme and 100% = no enzyme wells
# Anthrax LF inh2: anthrax lethal factor protease inhibition | inhibition, % at 10 µM | P15917 | 0.12% of 360,000 active | AID 588501 | multiplex microsphere protease cleavage assay, LF; note: plate controls were buffer without enzyme for full effect and enzyme alone for no effect
# Target sequence (P15917 whole entry, looked up): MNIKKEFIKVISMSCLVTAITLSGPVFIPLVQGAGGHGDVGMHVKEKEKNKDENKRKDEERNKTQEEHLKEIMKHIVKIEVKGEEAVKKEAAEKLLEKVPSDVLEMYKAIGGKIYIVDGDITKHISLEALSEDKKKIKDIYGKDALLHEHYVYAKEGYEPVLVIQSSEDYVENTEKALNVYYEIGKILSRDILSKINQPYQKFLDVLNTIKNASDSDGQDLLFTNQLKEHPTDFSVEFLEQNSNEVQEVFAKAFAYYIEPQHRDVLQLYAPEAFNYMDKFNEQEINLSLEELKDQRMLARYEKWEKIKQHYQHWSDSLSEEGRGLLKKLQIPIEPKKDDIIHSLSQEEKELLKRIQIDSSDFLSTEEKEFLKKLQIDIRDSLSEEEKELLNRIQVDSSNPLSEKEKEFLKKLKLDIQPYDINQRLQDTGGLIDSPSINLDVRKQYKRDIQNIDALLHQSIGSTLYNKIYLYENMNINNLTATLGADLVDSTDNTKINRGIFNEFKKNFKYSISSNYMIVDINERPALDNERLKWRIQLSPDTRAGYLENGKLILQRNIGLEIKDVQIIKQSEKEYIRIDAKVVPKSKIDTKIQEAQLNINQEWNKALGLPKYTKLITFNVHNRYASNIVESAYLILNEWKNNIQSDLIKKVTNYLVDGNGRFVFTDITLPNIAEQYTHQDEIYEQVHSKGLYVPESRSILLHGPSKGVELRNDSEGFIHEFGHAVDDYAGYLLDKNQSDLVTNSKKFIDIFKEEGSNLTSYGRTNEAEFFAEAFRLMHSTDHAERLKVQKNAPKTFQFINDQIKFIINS
# * marks the source's active call; other numbers are inactive results; ? = inconclusive; nt = no result given; & = joins results of further samples. Cut-off read from the data, not from the text of the source, unless noted: active = inhibition above about 30%; inconclusive = no clear call, values can overlap the other calls; inactive = below that.
SMILES,BoNT F protease,PrPC surface inh,Yp Topo-I inh,FadD28 FP inh,BoNT-A LC inh2,PfHsp40 yeast,TcdB inh,CCHF vOTU inh,Anthrax LF inh2
Cc1cc(-c2cccs2)c2c(n1)sc1c(=O)[nH]c(=O)[nH]c12,-10,-2,2,-1.1,1.4,-1.0,nt,-11,-2
CCOC(=O)C1(Cc2ccccc2C)CCCN(C(=O)c2ccc(C(C)=O)s2)C1 (stereo not given),-3,9,40,-2.4,-0.1,nt,1.3,1,-4
Cc1ccc(CN2CCSc3ccc(C(=O)NCCCN4CCOCC4)cc32)cc1,-6,5,8,-4.5,-0.4,-1.4,0.3,-136,-4
O=C(COC(=O)CCC1CCCC1)Nc1ccccc1Sc1ccccc1,0,-3,64*,-1.2,0.1,-0.5,-0.3,13,-2
Cc1ccc(N(C)S(=O)(=O)c2cccc(C(=O)N(C)Cc3cnn(-c4ccccc4)c3)c2)cc1,-4,13,16,-2.5,0.4,1.2,-1.9,2,-4
COc1ccc2c(c1)C1C=CCC1C(c1cc3c(cc1Br)OCO3)N2 (stereo not given),?,1,2,-0.2,?,68*,nt,9,?
CCOc1ccc(C(C)NC(=O)C2CCCC2)cc1 (stereo not given),-3,-2,3,-2.4,0.0,-0.7,0.5,-16,-2
COC(=O)[C@H]1C[C@H](C(=O)O)[C@@H](C)C1(C)C,-8,-5,9,1.1,0.0,-1.5,-7.1,21,-5
COc1cc(C(=O)NC(=S)N2CCCCCC2)cc(OC)c1OC,1,10,0,0.6,-1.0,-0.3,1.1,-5,-2
Cn1c(CSCC(=O)Nc2ccccc2)nnc1SCc1ccccc1,?,1,-12,-4.0,?,-0.4,0.7,-5,2
Nc1ccc(Nc2nc(-c3cccs3)cs2)cc1,-18,7,-24,-6.5,-0.8,2.8,1.2,-5,-6
COCCCNC(=S)NNC(=O)c1cc(Cl)c(O)c(Cl)c1,-4,-4,6,-1.3,-0.3,-1.2,0.6,-6,-4
O=c1cn[nH]c2ccccc12,-3,-15,0,-3.3,-0.3,-0.8,0.0,4,1
CC1(C)NC(=O)N(CCCCOc2ccc(Cl)cc2C=O)C1=O,-4,2,4,-1.0,0.1,-0.1,0.6,-3,4
Cc1ccccc1N1C(=O)C2ON(c3ccccc3)C(c3ccncc3)C2C1=O (stereo not given),-1,-1,-13,-4.3,-1.0,-0.5,nt,2,-3
Cc1ccc(-c2csc3ncnc(NS(=O)(=O)c4ccc(Cl)cc4)c23)cc1,-2,-2,6,0.6,-0.2,-0.8,1.5,-1,-1
Cc1ccc(S(=O)(=O)NC(=O)N(CCC#N)Cc2ccccc2)cc1,4,1,4,0.0,-3.2,-0.5,1.9,0,4
Cn1c(SCC(=O)NC2CCS(=O)(=O)C2)nc2ccccc21 (stereo not given),10,-6,4,-2.2,2.0,0.2,-0.2,2,-1
Cc1cc(OCC(F)(F)C(F)(F)C(F)(F)C(F)(F)C(F)(F)C(F)F)nc(N)n1,4,1,-6,-2.8,-0.2,24,nt,16,2
NC1=NC(c2ccc(Cl)cc2)N(c2ccc(S(N)(=O)=O)cc2)C(N)=N1 (stereo not given),-8,3,1,-0.2,-0.2,-0.5,1.5,6,-2

# Reformatted: 2 of the compounds above.
smiles: CCOc1ccc(C(C)NC(=O)C2CCCC2)cc1 (stereo not given)
  BoNT F protease = -3; PrPC surface inh = -2; Yp Topo-I inh = 3; FadD28 FP inh = -2.4; BoNT-A LC inh2 = 0.0; PfHsp40 yeast = -0.7; TcdB inh = 0.5; CCHF vOTU inh = -16; Anthrax LF inh2 = -2

smiles: Cn1c(SCC(=O)NC2CCS(=O)(=O)C2)nc2ccccc21 (stereo not given)
  BoNT F protease = 10; PrPC surface inh = -6; Yp Topo-I inh = 4; FadD28 FP inh = -2.2; BoNT-A LC inh2 = 2.0; PfHsp40 yeast = 0.2; TcdB inh = -0.2; CCHF vOTU inh = 2; Anthrax LF inh2 = -1

# Next compounds
SMILES,BoNT F protease,PrPC surface inh,Yp Topo-I inh,FadD28 FP inh,BoNT-A LC inh2,PfHsp40 yeast,TcdB inh,CCHF vOTU inh,Anthrax LF inh2
COC(=O)[C@@H](Cc1ccccc1)NC(=O)[C@H]1O[C@@H](n2cnc3c(N)ncnc32)[C@H](O)[C@@H]1O,-7,-5,nt,-3.4,-0.1,nt,-0.1,0,7
CSc1nc(N(C)CCO)c2sc3nc(-c4ccco4)c4c(c3c2n1)CCC4,-1,nt,-2,-14,?,-2.2,nt,nt,-2
CC(C)(COC(=O)C(c1ccccc1)c1ccccc1)CN1CCOCC1,2,0,48,-3.1,-0.1,-0.3,1.3,19,-5
COc1ccc(NC(=O)CN(C)Cc2cccs2)cc1Cl,5,1,10,-2.1,-0.2,-1.6,-0.1,-7,-1
COc1ccc(N2CCN(S(=O)(=O)c3ccc4c(c3)NC(=O)C(C)C(=O)N4)CC2)cc1 (stereo not given),-3,7,10,-1.3,0.6,0.5,-0.7,-6,-8
COc1ccc(NC(=O)CN2C(=O)NC(C)(C3CCCCC3)C2=O)c(OC)c1 (stereo not given),-23,-6,-7,-1.8,-0.4,1.3,1.9,26,-1
CCCC(C(=O)NC1CCCC1)N(CCN(CC)CC)C(=O)c1snc(C(N)=O)c1N (stereo not given),10,-19,5,1.8,3.4,-0.1,0.3,4,-1
O=C1CCCCC1Sc1ccc(Cl)cc1[N+](=O)[O-] (stereo not given),-9,-2,10,3.5,-0.7,1.1,0.1,6,6
CC(=O)N(C(C)=O)N1C(=O)/C(=C/c2ccc(Cl)cc2)SC1=S,1,nt,11,0.8,0.5,?,nt,nt,0
CCOC(=O)CNC(=S)N(CCCN1CCCCC1)Cc1cccs1,2,-9,0,1.1,0.4,-0.6,1.3,3,0
CCCC1=Nc2cc(C(=O)NCCCN3CCOCC3)ccc2Sc2ccccc21,-5,-5,20,-2.7,1.2,1.8,-0.3,14,-1
CC1(c2nnc(-c3cccc(Cl)c3)o2)CC(c2cccc([N+](=O)[O-])c2)=NO1 (stereo not given),-4,1,27,-6.5,-0.6,-1.0,0.0,1,-6
Cc1cc(N/N=C2/CCCc3ccccc32)nc2ccccc12,0,9,9,-3.2,-0.5,0.4,-1.6,-7,-7
Nc1cc(=O)[nH]c(SCC(=O)Nc2cc(S(=O)(=O)N3CCCCC3)ccc2Cl)n1,6,2,-5,-2.6,0.0,-0.4,1.7,-8,-10
COc1cc(NC(=O)c2ccccc2)c(OC)cc1NC(=O)CN1C(=O)NC2(CCCCC2C)C1=O (stereo not given),-2,-5,16,nt,-1.3,0.5,-0.9,9,-8
O=C(O)CCCNC(=O)c1ccc(NC(=O)Cc2ccc(Cl)cc2)cc1,0,1,-3,-2.1,-0.1,0.6,1.3,-10,-2
C#CCNC(=O)C[C@@H]1C[C@@]2(C(=O)OCC)CCCC=C2N(Cc2ccco2)C1=O,0,-3,nt,nt,-1.2,nt,1.6,-1,-9
C[C@H](CO)N1C[C@H](C)[C@@H](CN(C)C(=O)c2cnccn2)Oc2cc(C#CCC3CCCC3)ccc2S1(=O)=O,-3,-2,21,-3.3,-0.1,nt,0.9&1.0&0.3,-2,-2
CC(=O)Oc1cc2c(cc1Cl)C1(CC(c3ccccc3Cl)O2)CC(C)(C)NC(=S)N1 (stereo not given),-6,-2,23,-6.8,-0.2,18,nt,9,1
O=C(O)c1cc(S(=O)(=O)NCCCN2CCCC2=O)ccc1Cl,5,10,3,-2.3,-0.2,1.6,-3.2,-21,-12
Cc1ccc(N2C(=O)C(Cl)=C(Nc3c(C)n(C)n(-c4ccccc4)c3=O)C2=O)cc1,-3,-7,2,0.8,1.3,-1.9,nt,-13,4
CCOC(=O)Cc1[nH]nc2c1C(c1cccc(OC)c1OC)C(C#N)=C(N)O2 (stereo not given),15,-3,6,0.4,0.3,0.4,nt,0,2
N#C/C(=C\c1ccc(-c2ccc(Br)cc2)o1)C(=O)NCCc1c[nH]c2ccccc12,-1,16,-5,-1.8,6.1,0.0,0.8,-5,3
CN(C)c1cccc(C(=O)OCC(=O)N(Cc2ccccc2)C2CCS(=O)(=O)C2)c1 (stereo not given),0,3,-1,0.2,-0.6,0.7,0.4,-12,-3
Cc1ccc(OCc2cc(C(=O)NC3CCOC3)no2)cc1C (stereo not given),-4,-1,5,0.4,-1.9,0.6,0.2,-1,-1
CCN1C(=O)C(=Cc2cc(C)n(C3CC3)c2C)C(=O)N(CC)C1=S,8,2,-3,-1.4,41*,0.0,nt,-5,16
CS(=O)(=O)NCCC1=CCCCC1,3,4,-7,3.7,0.9,-0.1,nt,-6,-14
COCCNC(=O)c1onc(CS(=O)(=O)c2cc(C)cc(C)c2)c1C(=O)NCCOC,5,1,-12,0.4,-0.1,0.8,1.5,-1,-8
O=C(CCSc1ccc(Cl)cc1)N1CCCCCC1,-7,9,22,-5.2,-0.1,-0.2,nt,-3,-4
Cc1ccc2oc(C(=O)Nc3nonc3C)c(C)c2c1,9,-10,10,1.9,0.9,-0.9,1.0,4,1
COc1cc(/C=N/NC(=O)c2ccc(=O)[nH]n2)ccc1O,4,-9,2,0.4,0.5,-0.8,nt,-1,0
CCOC(=O)C1=C(C)NC(C)=C(C(=O)OCC)C1c1cc(N)ccc1OC(F)F,7,7,-7,0.6,0.4,0.3,nt,1,-2
COc1ccc(NC(=O)c2cccc(N3C(=O)C4C5C=CC(C6CC56)C4C3=O)c2)cc1 (stereo not given),-7,6,17,nt,-2.7,-0.4,0.0,-4,2
CC(C)C(N)c1csc(Nc2ccccn2)n1 (stereo not given),-6,-7,4,-3.4,-0.5,nt,0.8,0,-8
COc1ccc(-n2ncc3c2CC(C)(C)CC3NC(=O)CSc2ccccn2)cc1 (stereo not given),-2,10,28,-1.8,-0.9,-0.1,0.4,5,-4
O=S(=O)(Nc1cccc(F)c1)c1ccc(S(=O)(=O)N2CCOCC2)cc1,3,-1,3,-3.1,-0.3,nt,0.3,22,0
CCOC1=C2[C@@H](CN(S(=O)(=O)c3ccc(C)cc3)[C@H]2c2ccccc2F)[C@H]2C(=O)N(C3CCCCC3)C(=O)[C@H]2C1,-6,7,nt,-2.1,-0.4,nt,-0.5,-3,-4
CCOc1ccccc1OCC(=O)OCC(=O)c1c(C)[nH]c2ccccc12,14,-4,19,-1.5,3.1,2.5,0.8,8,0
O=C(COc1ccccc1)Nn1c(-c2ccccc2)nc2ccccc2c1=O,-7,6,2,-1.0,0.2,1.1,0.9,10,-6
CC(C)(C)c1cc(NC(=O)CSc2nnc(NCc3ccccc3)s2)n(-c2ccccc2)n1,-11,2,7,-5.2,-1.7,0.4,0.6,11,-2
Cc1ccccc1C(=O)Nc1ccccc1C(=O)NC1CC1,1,-3,-3,-1.1,-1.0,-0.3,2.0,12,-1
COCCNC(=O)c1ccc(N2CCCCC2)c(NS(=O)(=O)c2ccc(C)cc2)c1,-2,-2,29,0.1,-0.1,2.1,nt,-9,2
O=C(NCCN1CCOCC1)c1ccc(CSc2nc3ccncc3n2Cc2ccc(F)cc2)cc1,0,7,0,-1.8,-0.8,-1.3,0.2,-9,-1
CN(C)CCNC(=S)Nc1cccc(Cl)c1,-2,5,1,-0.4,-1.1,-0.7,nt,-4,-1
Cc1ccc2cc(C(c3nnnn3Cc3ccccc3)N3CCc4ccccc43)c(=O)[nH]c2c1C (stereo not given),2,26*,21,-2.8,0.7,0.4,nt,13,-1
N#C/C(=C\c1cc2ccccc2nc1N1CCOCC1)C(=O)Nc1ccc(N2CCOCC2)cc1,14,-15,6,-1.7,4.1,0.4,0.2,9,4
COc1cc(C(=O)Nc2ccc(Cl)c(C(F)(F)F)c2)cc(OC)c1OC,-7,10,-1,-3.5,1.0,6.1,nt,3,1
Cc1cc(OCC(=O)N2C[C@H]3C[C@@H](C2)c2cccc(=O)n2C3)c2c(C)c(C)c(=O)oc2c1,-7,-1,10,-0.1,0.0,-1.1,0.6,-7,-3
CN(CCNC(=O)CCNC(=O)Cn1ccc2ccccc2c1=O)Cc1ccccc1,?,-2,2,-2.6,-1.0,-1.1,nt,1,-5
Cc1ccc(-c2nc(NC(=O)c3cc(C(C)(C)C)nn3C)sc2C)cc1Cl,-18,2,-1,0.5,-0.8,-0.1,0.4,-1,-2

# Bioassay records as filed in PubChem BioAssay.
